TRHR ag – activates the human TRH receptor; P34981; TRHR cells, calcium flux fluo-8, FDSS agonist mode; activation, % at 2 µM; 360,000 compounds, 0.18% hits; AID 493084; in the data active means activation above about 30%; further: 0% is about no effect
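Read-out: compound-evoked intracellular calcium rise in TRHR cells, fluo-8 dye, kinetic FDSS fluorescence at 1 s/cycle following a 10-cycle baseline. Cells cultured overnight before dye loading (30 min–1.5 h, RT).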
Pin1 inhibitor – inhibitors of human Pin1 | Q13526 | AID 504891 | Pin1 FP peptide displacement, HiFluor488, 10 min | Potency, µM (highest dose often 115 µM), for the others: at the highest dose activity, negative = inhibition, usual class: inhibitors | 390,000 compounds, 0.009% hits; active means well fitted inhibition curve with a large enough effect in the polarisation, with a control signal flat, not every such curve was filed as active; inconclusive means small, poorly fitted or top-dose-only effect, or effect the other way, or a change in a side signal; inactive means no such curve, though single readings can be large or run the other way; the % refers to the polarisation; further: potency means the concentration at half of the fitted maximal effect; on the % scale 0 is the no-effect control and ±100 the full control effect
Target sequence (Q13526 whole entry, looked up): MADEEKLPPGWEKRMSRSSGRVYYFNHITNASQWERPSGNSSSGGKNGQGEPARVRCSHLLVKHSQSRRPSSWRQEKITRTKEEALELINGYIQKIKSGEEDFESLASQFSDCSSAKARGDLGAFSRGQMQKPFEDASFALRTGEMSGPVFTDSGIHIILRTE
TrxR1 inh – blocks rat thioredoxin reductase 1. O89049. recombinant rTrxR1, NADPH fluorescence consumption, selenite substrate. Potency, µM (series often up to 114 µM), inactives show top-dose activity change, negative = inhibition, hits mostly inhibitors. 390,000 compounds, 1% hits; further: potency means the concentration at half of the fitted maximal effect; on the % scale 0 is the no-effect control and ±100 the full control effect; nearly all actives have a fitted effect of over 65% in size
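Rat TrxR1 (90 nM in the dispensed reagent) was pre-reduced with 400 uM NADPH for 5 min at room temperature, then incubated with compound for 15 min. After 400 uM selenite was added, NADPH fluorescence (Ex 340/Em 450 nm) was followed for 8 min.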
mIDH1 inhibitor – inhibitors of human mutant IDH1 R132H; 390,000 compounds, 0.093% hits; IDH1-R132H enzyme, NADPH consumption, diaphorase/resazurin fluorescence; AID 602179; Potency, µM (titrated, usually from 76.6 µM), inactives show at the top dose activity change, negative = inhibition, usual class: inhibitors; O75874; further: potency means the concentration at half of the fitted maximal effect; on the % scale 0 is the no-effect control and ±100 the full control effect; nearly all actives have a fitted effect of over 65% in size
Target sequence (O75874 whole entry R132H, stated change not applied): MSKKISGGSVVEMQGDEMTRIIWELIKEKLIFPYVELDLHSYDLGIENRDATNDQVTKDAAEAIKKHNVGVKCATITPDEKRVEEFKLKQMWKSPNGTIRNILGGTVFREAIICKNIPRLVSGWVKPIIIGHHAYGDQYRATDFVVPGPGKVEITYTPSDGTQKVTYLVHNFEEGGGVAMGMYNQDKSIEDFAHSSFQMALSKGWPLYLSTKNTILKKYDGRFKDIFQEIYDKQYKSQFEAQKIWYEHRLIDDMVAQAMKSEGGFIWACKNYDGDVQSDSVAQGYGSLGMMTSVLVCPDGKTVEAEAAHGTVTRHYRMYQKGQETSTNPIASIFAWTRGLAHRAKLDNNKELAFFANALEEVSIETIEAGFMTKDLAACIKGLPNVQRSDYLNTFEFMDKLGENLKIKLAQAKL
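IDH1-R132H (0.5 ug/mL) preincubated 30 min with compound, then NADPH (0.016 mM) and alpha-KG (2 mM) added; 80 min at RT, pH 7.5. Remaining NADPH coupled via diaphorase/resazurin to fluorescence (540/590 nm); concentration-response curves normalized to no-enzyme control.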
D2 agonist – activates the human D2 dopamine receptor; AID 485358; 340,000 compounds, 0.53% hits; activation, % at 2 µM; HEK293 T-REx D2 cells, calcium flux agonist mode;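 active means activation over 3 SD above normal in the single-dose calcium agonist read, cut at about 30% in these data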; further: 0% is about no effect
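HEK293 Trex D2 cells, tetracycline-induced, o/n 30 C 5% CO2; no-wash Ca dye, RT 30–90 min; 10-cycle baseline, 23 nl cpd added, kinetic Ca read 180 s; agonist hits = positive Ca response.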
D2 antagonist – antagonists of human D2 dopamine receptor; 340,000 compounds, 2% hits; HEK293 TREx D2 cells, calcium flux, dopamine EC80; AID 485344; inhibition, % at 10 µM; P14416; in the data active means inhibition above about 30%; further: 0% is about no effect
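Compounds are added to dye-loaded, induced HEK293 T-REx cells coupled to calcium release via D2; after a 3 min kinetic read an EC80 dopamine stimulus is given and fluorescence is recorded for 3 more min.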
TRHR enhancer – allosterically enhances the human TRH receptor | P34981 | TRHR cells, fluo-8 calcium fluorescence, EC20 TRH enhancement | enhancement, % at 2 µM | 360,000 compounds, 0.66% hits; in the data active means enhancement above about 30%; further: 0% is about no effect
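TRHR-expressing cells loaded with fluo-8 calcium dye were read kinetically (ex 480/em 530) during compound addition, then stimulated with an EC20 of TRH (10 nM final). Enhancement of the Gq-mediated intracellular calcium response was scored.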
TrxR1 substrate – is turned over as a substrate by rat TrxR1. O89049. purified TrxR1 substrate turnover, NADPH consumption readout. Potency, µM (top dose mostly 114 µM), for the others: at the top dose activity change, negative = substrate turnover. 390,000 compounds, 0.01% hits. AID 588456; further: potency means the concentration at half of the fitted maximal effect; on the % scale 0 is the no-effect control and ±100 the full control effect; nearly all actives have a fitted effect of over 50% in size
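Rat TrxR1, dispensed at 90 nM, was prereduced with 400 uM NADPH (final) for 5 min at ~22 deg C, then incubated with compound 15 min before 400 uM selenite. A first-read NADPH fluorescence drop versus no-compound background flagged substrates.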
USP1-UAF1 inh – USP1/UAF1 (human) deubiquitinase inhibition; recombinant USP1/UAF1, Ub-Rhodamine cleavage fluorescence; Potency, µM (top dose mostly 57.1 µM), inactives show top-dose activity change, negative = inhibition, actives largely listed as inhibitors; 390,000 compounds, 0.23% hits; further: potency means the concentration at half of the fitted maximal effect; on the % scale 0 is the no-effect control and ±100 the full control effect; nearly all actives have a fitted effect of over 60% in size; inactives centre near -12
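USP1/UAF1 complex (1 nM) preincubated 15 min at room temperature with compound, then Ub-Rho substrate (150 nM final) added. Kinetic fluorescence at 480/540 nm over 6 reads at 60 s intervals; 50 mM HEPES pH 7.8, 0.5 mM EDTA, 0.1 mg/ml BSA, 1 mM TCEP, 0.01% Tween-20.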
An asterisk follows results filed as active; ? = inconclusive; nt = not tested or not shown; [ ] = dose if it differs, or a comment. Unless noted, the call rests on the fitted dose curve; in most records, active means well fitted inhibition curve with a large enough effect; inconclusive means small, poorly fitted or top-dose-only effect; inactive means no such curve, though single readings can be large or run the other way.

smiles,TRHR ag,Pin1 inhibitor,TrxR1 inh,mIDH1 inhibitor,D2 agonist,D2 antagonist,TRHR enhancer,TrxR1 substrate,USP1-UAF1 inh
COc1ccc(NC(=O)CN(C)C(=O)CSCC(=O)Nc2ccc(C)cc2)cc1,-0.6,0%,24%,2%,0.0,-7,3,-6%,4%
O=[N+]([O-])c1ccc(NC(=S)N2CCN(c3ccccn3)CC2)cc1,0.2,-6%,4%[57.1 µM],0%,-1.4,-2,0,2%[57.1 µM],-2%
O=C(/C=C/c1ccco1)Nc1cccc2cccnc12,0.0,?,?,14%,-0.2,-6,5,-21%[57.1 µM],?
Cc1ccc(Cl)cc1N1CCN(Cc2cc3c(cc2O)CCC3)CC1,0.0,1%,-3%,-5%,0.2,22,-2,-2%,-5%
c1coc(CNc2nc3ccccc3s2)c1,-0.1,-2%,12%[57.1 µM],11%,0.5,0,9,-16%[57.1 µM],-11%
Cc1cc(C)cc(NC(=O)Cn2cc(C(=O)c3ccccc3)c(=O)c3ccc(C)nc32)c1,0.3,?,14%,14%,-0.2,nt,6,-1%,-1%
COc1cc(S(=O)(=O)Nc2ncccc2C)c(OC)cc1Cl,0.0,3%,-1%[57.1 µM],-3%,nt,nt,-4,3%[57.1 µM],4%
Clc1ccc(OCCCN2CCCC2)cc1Cl,1.2,-2%,1%[57.1 µM],8%,-0.3,7,-3,-24%[57.1 µM],-9%
CN1CCN(NC(=O)Nc2ccc(F)cc2)CC1,0.5,-7%,18%,-2%,0.4,-1,1,-1%,-9%
Cc1ccc(C2/C(=C(/O)c3ccc(Br)cc3)C(=O)C(=O)N2Cc2ccco2)o1 (centres undefined),-0.7,-19%,?,13%,0.1,3,0,-17%,-18%
CC(=O)c1ccc(N(C(=O)c2csnn2)C(C(=O)NC(C)(C)C)c2cccs2)cc1 (centres undefined),-0.4,1%,7%,13%,0.7,-3,-5,4%,-16%
COc1ccc(-c2nnc(SCC(=O)Nc3ccc(C)c(Cl)c3)nc2-c2ccc(OC)c(OC)c2)cc1OC,0.3,17%,7%[57.1 µM],10%,1.4,nt,-3,2%[57.1 µM],-11%
O=C(CN1C(=O)CC(c2ccco2)Sc2ccccc21)Nc1ccc(Br)cc1 (centres undefined),0.6,7%,11%,-6%,0.3,nt,2,1%,-23%
CCn1c(C)nc2cc(S(=O)(=O)C(F)(F)F)ccc21,0.3,14%,17%,1%,0.6,-16,0,2%,3%
Cc1ccccc1C(=O)N1CCN(CCNC(=O)C(=O)Nc2ccc(Br)cc2)CC1,-0.8,5%,-11%,2%,-0.1,-12,10,-14%,2%
Cn1c(NCCN)nc2c1c(=O)n(Cc1ccccc1)c(=O)n2C,0.0,-1%,12%,-4%,-0.1,nt,-2,2%,-22%
O=C1/C(=C\c2ccc(-c3ccccc3[N+](=O)[O-])o2)C(c2ccccc2)=NN1c1ccccc1,-0.1,-20%,-13%,4%,0.2,15,29,-3%,-31%
CC(=O)c1ccc(Nc2nc(=O)c3cccnc3s2)cc1,-0.6,35%[activator],-1%[57.1 µM],6%,0.1,13,-4,12%[57.1 µM],-4%
COc1cc([N+](=O)[O-])ccc1NC(=S)NNC(=O)c1ccc2c(c1)OCO2,-0.1,-2%,-24%,19%,-1.0,-16,-8,-10%,-29%
O=C(O)C(O)c1ccco1 (centres undefined),-1.9,?,-5%,6%,5.0,-1,-2,-3%,0%

Whole records, quoted from the list:
Cn1c(NCCN)nc2c1c(=O)n(Cc1ccccc1)c(=O)n2C is listed with TRHR ag: 0.0; Pin1 inhibitor: -1%; TrxR1 inh: 12%; mIDH1 inhibitor: -4%; D2 agonist: -0.1; D2 antagonist: nt; TRHR enhancer: -2; TrxR1 substrate: 2%; USP1-UAF1 inh: -22%
CCn1c(C)nc2cc(S(=O)(=O)C(F)(F)F)ccc21 is listed with TRHR ag: 0.3; Pin1 inhibitor: 14%; TrxR1 inh: 17%; mIDH1 inhibitor: 1%; D2 agonist: 0.6; D2 antagonist: -16; TRHR enhancer: 0; TrxR1 substrate: 2%; USP1-UAF1 inh: 3%

(list continues)
smiles,TRHR ag,Pin1 inhibitor,TrxR1 inh,mIDH1 inhibitor,D2 agonist,D2 antagonist,TRHR enhancer,TrxR1 substrate,USP1-UAF1 inh
COc1ccc(OC)c(C2C(C(=O)Nc3ccccc3OC)=C(C)Nc3c(C(=O)Nc4ccc(F)cc4)cnn32)c1 (centres undefined),1.6,11%,21%,17%,13,nt,-7,10%,-12%
CN1CCN(C(=S)Nc2ccc(Cl)c(Cl)c2)CC1,0.5,-7%,-20%,7%,1.6,-8,-2,-7%,-15%
Cc1cc(C)cc(OC(=O)c2snnc2C)c1,-0.2,-5%,2%,-19%,-1.3,nt,1,-9%,-6%
Cc1cc(C)n2ncc(/C(N)=N/OC(=O)Nc3ccc(Cl)cc3)c2n1,-0.8,9%,13%,-2%,1.5,-4,0,6%,-12%
O=C(Nc1ccc(C(=O)O)cc1)/C(=C\c1ccc(F)cc1)NC(=O)c1ccco1,-1.0,2%,22%[57.1 µM],10%,0.4,-17,3,-13%[57.1 µM],-5%
Cc1cc(NC(=O)C23CCC(C)(C(=O)O2)C3(C)C)no1 (centres undefined),0.6,-8%,32%,-3%,0.6,-12,8,12%,-2%
Cc1cc(Cl)ccc1OCC(=O)OCC(=O)NC1CCCC1,0.3,2%,-13%,1%,-2.0,12,1,-14%,-11%
CCOC(=O)c1ccc(N2CCN(c3cccc(Cl)c3)CC2)c(NC(=O)Nc2ccc(OC)cc2OC)c1,-0.2,7%,15%[57.1 µM],-1%,-0.3,nt,0,-2%[57.1 µM],3%
O=C1N[C@@H](c2ccccc2)COC(=O)[C@@H](Cc2ccc(F)cc2)CC/C=C/C[C@H]1CC(=O)N(CCO)Cc1ccccc1,nt,6%,8%,-5%,nt,nt,nt,-2%,1%
CCN1C(=O)[C@H]2[C@@H](c3ccc(-c4cccc(Cl)c4)c(OC)c3)N[C@@](C)(C(=O)OC)[C@H]2C1=O,2.3,?,10%[57.1 µM],4%,2.6,11,-1,10%[57.1 µM],14%
COc1ccc(-n2c(SCC(=O)N(C)c3ccccc3)nc3c([nH]c4ccccc43)c2=O)cc1OC,-0.3,1%,16%,-19%,0.3,1,7,-2%,-27%
CC[n+]1ccc(/C=C/c2ccc(N(C)C)cc2)c2ccccc21,0.4,13%,-11%,25%,nt,nt,-9,-5%,-21%
C[C@@H]1CCC2[C@](C)(CO)[C@@H](O)CC[C@]2(C)[C@@]12C[C@](CO)(CC(=O)O)CO2 (some centres undefined),0.9,-3%,16%,1%,0.0,12,9,1%,-22%
O=C(CSc1nc2ccccc2s1)Nc1ncccn1,0.8,-6%,7%,1%,0.4,-3,-2,4%,-17%
CN(C)CCCn1c(SCC(=O)Nc2nc(-c3cccc(Br)c3)cs2)nc2ccccc2c1=O,0.0,16%,27%,-6%,-1.2,-14,-6,-1%,-16%
CCCc1cc(C(=O)Nc2ccc(C)cc2)no1,0.2,-7%,32%[57.1 µM],6%,0.1,-3,-2,7%[57.1 µM],-9%
Cc1ccc(C)c(N2CCN(c3ncccc3[N+](=O)[O-])CC2)c1,0.5,-6%,12%,-5%,0.0,-9,12,0%,-22%
COc1ccc2[nH]c3c(NCCCOC(C)C)ncnc3c2c1,-1.3,3%,13%,5%,-1.9,-14,-3,156%[activator],-20%

Results in TRHR ag and D2 agonist, for some of the entries so far:
SMILES | TRHR ag | D2 agonist
O=C(CSc1nc2ccccc2s1)Nc1ncccn1 | 0.8 | 0.4
CN(C)CCCn1c(SCC(=O)Nc2nc(-c3cccc(Br)c3)cs2)nc2ccccc2c1=O | 0.0 | -1.2
CCCc1cc(C(=O)Nc2ccc(C)cc2)no1 | 0.2 | 0.1
Cc1ccc(C)c(N2CCN(c3ncccc3[N+](=O)[O-])CC2)c1 | 0.5 | 0.0

High-throughput results (PubChem BioAssay)

A portion of the library; rates above refer to the full screens.
